GASC-1 inh: inhibitors of GASC-1 histone demethylase, primary screen, biochemical, fluorescence, DELFIA europium. GST-JMJD2C(1-420) H3K9me3 demethylation. inhibition, % at 2.35 µM. hit rate 0.069% among 330,000. Lysine-specific demethylase 4C (Homo sapiens), Q9H3R0;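 active = more than half of a compound's replicate wells show inhibition beyond 50%, single wells judged on their own value; inconclusive = some, but no more than half, of replicates pass 50% inhibition; inactive = no replicate passes 50% inhibition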;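 note: signal counts dimethyl H3K9 product captured on neutravidin plate; 0% = median of DMSO wells and 100% = 0.3 times that DMSO median; strong numbers were not always called active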
LYPLA2 counter: LYPLA2 inhibitors, primary screen, counter-screen for PME1 inhibitor project, biochemical, fluorescence polarization, FP-Rh probe ABPP; recombinant LYPLA2; inhibition, % at 5.9 µM; AID 2177, 2009; hit rate 0.38% among 320,000; Acyl-protein thioesterase 2 (Homo sapiens), O95372;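 active = inhibition above the screen-wide mean plus 3 SD, limit set per campaign, cut at about 26% in these data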;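 note: 0% = LYPLA2 with DMSO and 100% = wells lacking LYPLA2 enzyme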
Target sequence (O95372 whole entry, looked up): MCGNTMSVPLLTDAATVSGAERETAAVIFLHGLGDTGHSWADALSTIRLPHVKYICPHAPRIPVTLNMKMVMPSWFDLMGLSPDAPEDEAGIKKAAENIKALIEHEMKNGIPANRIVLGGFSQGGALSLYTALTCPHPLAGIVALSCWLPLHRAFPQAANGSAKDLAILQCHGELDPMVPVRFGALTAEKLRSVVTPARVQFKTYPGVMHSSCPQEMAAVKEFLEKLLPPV
CTSL1 counter: Fasciola hepatica cathepsin L1 inhibitors, primary screen, counter-screen for PFM18AAP inhibitor project, biochemical, QFRET, fluorogenic peptide substrate; recombinant F. hepatica cathepsin L1, Z-Leu-Arg-MCA fluorescence; inhibition, % at 5.96 µM; hit rate 0.49% among 300,000;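 active = inhibition above the mean of all tested compounds plus 3 SD, set per screening campaign, cut at about 17% in these data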;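 note: 0% = plate median of test compound wells and 100% = 1 µM Z-Phe-Ala-diazomethylketone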
core dimer inh: inhibitors of HCV core protein dimerization, primary screen, biochemical, TR-FRET, high-throughput; TR-FRET GST/Flag-core106 dimerization, 1536-well; inhibition, % at 5 µM; hit rate 0.33% among 300,000; AID 1899, 2009;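 active = inhibition above the mean of all tested compounds plus 3 SD, set per screening campaign, cut at about 45% in these data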
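System: GST/Flag-tagged HCV core106 proteins. Incubation: compound-protein-antibody incubation 4 h at 22.5 °C. Technique: HTRF with 340 nm excitation, 617/671 nm emission. Medium: KF-containing HEPES buffer, pH 7.45, DTT, CHAPS, BSA. Read-out: inhibition (%) from 671 over 617 nm ratio. Also added: Eu(K)-anti-GST 90 ng/mL plus XL665-anti-Flag 1 µg/mL.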
TPT1 inh: Candida albicans TPT1 enzyme inhibitors, primary screen, biochemical, fluorescence polarization. hit rate 0.81% among 300,000. recombinant caTPT1, FP RNA substrate dephosphorylation. tRNA 2'-phosphotransferase TPT1 (Candida albicans SC5314). inhibition, % at 5 µM. AID 1962, 2009;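 active = inhibition above the mean of all tested compounds plus 3 SD, set per screening campaign, cut at about 24% in these data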;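 note: plate controls were DMSO alone for no effect and ferristatin control at 100 nM for full effect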
PP5 inh: PP5 phosphatase inhibitors, primary screen, biochemical, fluorescence; inhibition, % at 6.7 µM; AID 1987, 2009; hit rate 0.18% among 320,000; purified PP5c, OMFP substrate fluorescence; Serine/threonine-protein phosphatase 5 (Homo sapiens), P53041;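 active = inhibition above the campaign's mean inhibition across all tested compounds plus 3 SD, cut at about 9.5% in these data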;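 note: 0% = DMSO only and 100% = 100 µM cantharidin control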
Efflux pump inh: inhibitors of Candida efflux pumps in yeast, primary screen, S. cerevisiae, Nile Red, multiplex. S. cerevisiae Candida pump triplex. inhibition, % at 10 µM. hit rate 0.44% among 330,000;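 active = plate passing quality check with inhibition over a set limit, or well fluorescence over plate mean plus 4 SD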;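 note: Nile Red retained in pooled yeast measured as flow cytometry median fluorescence; 0% = buffer negative control and 100% = Enniatin B positive control; higher means more Nile Red kept so more efflux inhibition; some compounds called inactive have numbers as strong as hits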
PREPL inh: PREPL enzyme inhibitors, primary screen, biochemical, fluorescence polarization | Prolyl endopeptidase-like (Homo sapiens), Q4J6C6 | recombinant PREPL, fluorescence polarization activity-based probe | inhibition, % at 5.96 µM | hit rate 0.68% among 320,000; in the data active = inhibition above about 43%;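 note: 0% = enzyme with DMSO and 100% = wells lacking enzyme; many of its hits are not listed in these tables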
PP1 inh: PP1-alpha phosphatase inhibitors, primary screen, counter-screen for PP5 inhibitor project, biochemical, fluorescence, OMFP substrate, single point; Serine/threonine-protein phosphatase PP1-alpha catalytic subunit (Homo sapiens), P62136; purified PP1alpha; inhibition, % at 6.7 µM; hit rate 0.9% among 320,000;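 active = inhibition above the mean inhibition of all tested compounds plus 3 SD, computed separately for each screening campaign, cut at about 15% in these data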
Target sequence (P62136 whole entry, looked up): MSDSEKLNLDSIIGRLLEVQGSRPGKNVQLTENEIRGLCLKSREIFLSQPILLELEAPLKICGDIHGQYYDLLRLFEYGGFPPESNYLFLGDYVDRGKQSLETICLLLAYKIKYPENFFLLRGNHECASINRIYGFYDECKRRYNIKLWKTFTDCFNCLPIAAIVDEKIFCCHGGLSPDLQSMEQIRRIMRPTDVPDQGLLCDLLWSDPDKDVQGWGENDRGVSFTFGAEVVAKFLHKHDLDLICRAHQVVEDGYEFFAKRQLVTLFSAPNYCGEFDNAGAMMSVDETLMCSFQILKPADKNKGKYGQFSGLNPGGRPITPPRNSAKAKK
* marks the source's active call; other numbers are inactive results; ? = inconclusive; / = no result given.

Fields: GASC-1 inh	LYPLA2 counter	CTSL1 counter	core dimer inh	TPT1 inh	PP5 inh	Efflux pump inh	PREPL inh	PP1 inh
- CC(C)(C)NC(=O)c1nc2nc(-c3ccccc3)cc(C(F)(F)F)n2n1
  -1	-6	2	-3	-3	-2.0	8.2*	0	-2
- COc1cccc(NC(=O)c2ccc3c(c2)N(CC(=O)N2CCOCC2)C(=O)C(C)(C)O3)c1
  -22	-2	5	3	1	-1.7	-0.1	8	-1
- CCN(c1ccc(NC(=O)CN2C(=O)NC3(CCOc4ccccc43)C2=O)cc1)C(C)C (stereo not given)
  6	4	3	-13	0	3.2	0.0	23	2
- COc1ccc2c(Cl)c(C(=O)N/N=C/c3cccnc3)sc2c1
  0	-1	2	4	-1	1.2	-0.1	-2	5
- Cc1[nH]c2ccccc2c1C(=O)COC(=O)c1c(-c2ccccc2)noc1C
  1	-35	3	1	-1	5.0	0.1	-1	2
- Cc1c(N2C(=O)/C(=C\c3cccc4ccccc34)SC2=S)c(=O)n(-c2ccccc2)n1C
  20	1	1	20	1	-1.0	0.0	12	4
- COc1ccc(NC(=O)CN(C)C(=O)CC2CCCC2)cc1
  -14	4	2	1	1	-1.5	0.0	17	-1
- Nc1cc2ccccc2oc1=O
  3	3	-3	-10	-1	2.1	0.2	3	-2
- Cc1ccc2nc(Nc3ccc(C)c(C)c3)c3nncn3c2c1
  -15	-3	-1	2	1	4.1	0.1	22	-7
- Cc1cc(C)c2c(=O)c(/C=C3\NC(=S)NC3=O)coc2c1
  1	2	1	43	3	2.2	-0.2	1	2

A few values from above:
In PP1 inh, CCN(c1ccc(NC(=O)CN2C(=O)NC3(CCOc4ccccc43)C2=O)cc1)C(C)C (stereo not given) reads 2
In PP5 inh, COc1ccc2c(Cl)c(C(=O)N/N=C/c3cccnc3)sc2c1 reads 1.2

Next part.
Fields: GASC-1 inh	LYPLA2 counter	CTSL1 counter	core dimer inh	TPT1 inh	PP5 inh	Efflux pump inh	PREPL inh	PP1 inh
- O=C(O)CSC(C(=O)Nc1ccc(Br)cc1)c1ccc(Cl)cc1 (stereo not given)
  -6	3	-1	6	-8	4.2	-0.1	-9	1
- CN(C)S(=O)(=O)c1ccc2[nH]cc(/C=C/c3nc4ccccc4c(=O)n3-c3ccccc3)c2c1
  1	-6	-2	3	3	5.7	0.1	9	-5
- O=c1nc(SCc2c(F)cccc2Cl)nc(-c2ccc(Cl)cc2)[nH]1
  -6	0	-1	10	6	-4.2	0.0	-11	-2
- O=C(NCC1CCC(C(=O)O)CC1)c1cccnc1 (stereo not given)
  1	-4	2	-1	0	2.6	0.2	7	-3
- Cc1ccc(Cn2nnc3c(=O)n(CC(=O)NCc4ccco4)cnc32)cc1
  -2	2	1	5	1	-1.9	-0.1	-1	0
- Cc1nn(C)cc1C(C)Nc1nc2nonc2nc1N1CCCCC1 (stereo not given)
  -11	0	-2	2	-1	-0.2	-0.1	-3	-1
- Cc1cccc2cc(CN(Cc3ccc(F)cc3)C(=O)C(F)(F)F)c3nnnn3c12
  23	2	-3	9	8	1.9	0.1	3	-5
- Cc1ccc2oc(/N=C(\N)NC(=O)C(C)(C)C)nc2c1
  -12	-2	6	4	4	-0.9	0.1	1	-3
- O=S(=O)(N/N=C\c1cccc(F)c1)c1ccccc1
  -3	0	1	-5	1	-2.9	0.3	6	-4
- CCn1c(SCC(=O)N2CCCc3ccccc32)nnc1-c1cccs1
  117	1	-4	5	-1	0.2	0.0	0	-2
- CCc1ccc(OCc2nnc(SCC(=O)Nc3cccc(C(=O)N4CCOCC4)c3)o2)cc1
  6	-2	0	8	-4	0.9	0.0	8	-5
- CCOC(=O)c1nnn(-c2nonc2N)c1-c1cccc2ccccc12
  -10	-3	-2	-2	3	1.8	0.0	-17	-1
- C=CCn1c(SCc2csc(C)n2)nc2sc3c(c2c1=O)CCC(C)C3 (stereo not given)
  0	1	-1	6	1	0.0	-0.1	-8	-1
- O=S(=O)(c1ccc(Cl)cc1)N1CCCN(c2ccc(C(F)(F)F)cn2)CC1
  -7	4	2	3	1	1.6	0.1	-82	2
- O=C(O)c1cc(S(=O)(=O)N2CCN(S(=O)(=O)c3ccccc3)CC2)ccc1Cl
  21	6	-3	5	1	2.3	0.0	8	4
- O=[N+]([O-])c1cc(CN2CCC(O)CC2)ccc1Cl
  -1	1	-4	2	1	0.2	0.4	12	1
- CC1N(C(=O)N2CCOCC2)CCN1S(=O)(=O)c1ccc(Cl)cc1 (stereo not given)
  -6	2	7	6	1	0.3	-0.1	10	-3
- COc1cccc2cc(C(=O)C3=C(O)C(=O)N(CCN4CCOCC4)C3c3ccc(C)o3)oc12 (stereo not given)
  -6	-9	7	-11	2	-6.4	0.1	14	-8
- COc1cc(C(=O)N2CCN(C(=O)c3ccco3)CC2)cc(OC)c1OC
  3	5	3	1	3	-0.4	-0.1	6	-2
- O=C1OCC2=C1C(c1ccc(F)cc1)Sc1ccccc1N2 (stereo not given)
  -4	-3	0	-1	0	5.5	0.1	-16	6
- N#Cc1ccccc1OCC(=O)Nc1nnc(C2CC2)s1
  2	0	/	/	/	-0.6	-0.1	3	0
- CCn1cnc2c1c(=O)n(CC(=O)NCc1ccccc1)c(=O)n2Cc1ccccc1
  23	2	-3	6	-1	-1.9	0.0	-4	-13
- Cc1cc(C)cc(C(=O)NC(CC(N)=O)c2ccc(N3CCN(c4ccccn4)CC3)c([N+](=O)[O-])c2)c1 (stereo not given)
  -21	-3	1	-1	-3	0.4	0.1	5	2
- CCCN(CCC)c1ccc(/C=C/c2ccc3cc(OCC)ccc3n2)cc1
  8	-3	-4	8	57*	2.8	0.0	1	1
- O=C(COc1ccc(Br)cc1)NN1C(=O)c2ccccc2C1=O
  -8	5	-2	-9	-3	-0.4	0.0	13	-5
- C=C1CCN([C@@H](Cc2ccccc2)C(=O)NCc2ccc(Cl)cc2)S(=O)(=O)c2ccccc21
  7	-4	-1	14	-2	2.0	0.0	0	-1
- Cc1ccc(NC(=O)CSc2nnc(-c3cccs3)n2Cc2ccco2)cc1
  42	-2	0	1	-2	2.7	-0.2	-12	-1
- Cc1ccc(N2CC(C(N)=O)CC2=O)cc1 (stereo not given)
  5	3	-2	-4	-4	0.1	0.1	7	2
- O=C(COc1ccc(Cl)cc1)NNC(=O)c1ccncc1
  2	-1	/	/	/	0.8	0.1	19	0
- CCc1c(O)nc(SCC(=O)Nc2ccc3c(c2)CCC3)[nH]c1=O
  -1	3	1	4	8	3.4	0.0	-16	2
- Cc1ccc(C)c(NC(=O)CCN2CCCCC2)c1
  -6	5	3	-3	-3	-1.5	0.0	12	-5
- CCOC(=O)Cc1csc(N/N=C\c2ccc(N(C)C)cc2)n1
  ?	2	19*	18	2	-1.9	0.5	25	3
- C/C(=N\NC(=O)Cc1c(C)[nH][nH]c1=O)c1ccc(Cl)c(Cl)c1
  1	2	-1	-6	-1	1.1	-0.3	4	2
- Cc1sc2nc(C3CC3)nc(SCC(=O)N3c4ccccc4CC3C)c2c1C (stereo not given)
  -10	1	2	8	2	-1.4	0.1	-6	-1
- Cc1nc(SCC(=O)c2cccc([N+](=O)[O-])c2)n[nH]1
  6	2	-4	3	-3	0.7	0.1	15	-1
- CSc1cccc(CNC(=O)C2CCC(=O)N(CC3CCCCC3)C2)c1 (stereo not given)
  13	2	2	-1	2	1.2	0.3	12	-2
- Cc1ccc(N(C)S(=O)(=O)c2csc(C(N)=O)c2)cc1C
  -4	-4	2	-1	0	3.6	-0.2	9	1
- CCOC(=O)c1sc2nc(N3CCOCC3)c3c(c2c1N)CCN(Cc1ccccc1)C3
  45	4	4	-6	1	0.8	-0.1	29	4
- CC[C@H](C)NC(=O)CCCCCn1c(=S)[nH]c2c([nH]c3ccc(OC)cc32)c1=O
  0	-1	6	16	-1	-2.4	-0.1	12	3
- CC(=O)c1cccc(NC(=O)/C(=C/c2ccncc2)NC(=O)c2ccccc2)c1
  1	4	0	-2	-4	0.4	0.1	3	3
- Cc1ccc(/C=N/N2CCN(Cc3ccccc3)CC2)o1
  -33	2	-2	1	0	-0.5	-0.1	14	-2
- CCC1CCCCN1Cc1c(O)ccc2c(=O)c(-c3ccccc3)coc12 (stereo not given)
  6	2	3	-6	-1	0.7	-0.1	0	-4
- CCNC(=O)CSc1nc2ccccc2c(=O)n1OC
  -3	4	5	1	1	0.4	0.0	11	-1
- C/C(=N\Nc1ccc([N+](=O)[O-])cc1)c1ccc(-n2nncc2C)cc1
  6	8	4	-2	24	0.1	3.0	18	1
- C1=C(c2ccccc2)N2CCN=C2S1
  -5	4	-2	-3	4	1.7	0.1	-4	-6
- CN1CCN(C2Cc3cc(F)ccc3Sc3ccc(Cl)cc32)CC1 (stereo not given)
  -3	1	2	-2	1	-0.9	0.1	-1	3
- CSC1=NC(C(Cl)(Cl)Cl)N=C(c2ccccc2)N1 (stereo not given)
  -17	2	-2	-1	-2	0.7	0.1	-1	-6

Only part of the results is shown; the hit share may differ from the screen's.
